Source: PubChem BioAssay (National Center for Advancing Translational Sciences (NCATS))
MBNL1 CUG block: MBNL1-poly(CUG) RNA binding inhibition. 0.036% of 280,000 active. Potency, µM (titrated, usually from 57.5 µM), for inactives: at the highest dose activity change, negative = inhibition, usual class: inhibitors. Q9NR56. TR-FRET MBNL1-His/biotin-(CUG)12 binding, 665/545 ratio; active = well fitted inhibition curve with a large enough effect in the signal ratio, with a control signal flat, not every such curve was filed as active; inconclusive = small, poorly fitted or top-dose-only effect, or effect the other way, or a change in a side signal; inactive = no such curve, though single readings can be large or run the other way; the % refers to the signal ratio; note: potency is the fitted concentration of half-maximal effect; % is set by controls: 0 for no effect and ±100 for the full control effect
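Ratiometric TR-FRET (665 over 545 nm, excitation 340 nm) tracks disruption of MBNL1-His/biotin-(CUG)12 complex after 60 min at room temperature, with compounds at 92 nM to 58 uM final.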
TRPV1 agonist: activates the human vanilloid receptor TRPV1. 0.19% of 320,000 active. AID 540275. Q8NER1. TRPV1-expressing cells, Fluo-8 calcium influx, agonist mode. activation, % at 8.33 µM; in the data active = activation above about 80%; inconclusive = between about 30% and that limit; note: 0% is about no effect
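TRPV1-expressing cells were cultured overnight at 35.5C and loaded with Fluo-8 calcium dye for 40 to 90 min at room temperature. After a 10 s baseline, compound was added and calcium influx was read kinetically for 3 min (ex 480/em 520 nm).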
KCNH2 3.1 block: blocks the human KCNH2 3.1 channel isoform; AID 720553; activity change, % (tested at about 1.8 µM); 0.95% of 340,000 active; U2OS KCNH2 3.1, thallium flux FluxOr; stronger effect = lower value;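 active = maximum activity change below -70%; inconclusive = maximum activity change from -70% to -50%; inactive = maximum activity change above -50%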;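 note: thallium influx rate constant from kinetic fluorescence after stimulation buffer; % is set by controls: 0 for no effect and ±100 for the full control effect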
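Thallium flux read-out: FluxOr dye with Red40 quencher in HBSS/HEPES, 45 min at RT. Rate constants from kinetic reads were normalized to positive and negative DMSO controls. Cells: U2OS virally expressing the 3.1 isoform.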
AT treatment: potential ataxia-telangiectasia treatment. […] A-T fibroblasts, KAP-1 phosphorylation AlphaLISA; neocarzinostatin DNA damage 30 min before lysis. Potency, µM (top dose mostly 57.5 µM), for the others: at the top dose activation, hits mostly activators. 0.19% of 320,000 active; note: potency is the fitted concentration of half-maximal effect; % of control where 0% means no effect; nearly all actives have a fitted effect of over 45% in size
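ATM-like activity read as KAP-1 phosphorylation via AlphaLISA donor/acceptor antibody pairs after lysis and 6 hr at 25C. Cells were ATM-null patient fibroblasts ([…], hTERT), dosed 60 min, then exposed to the DSB inducer NCS for 30 min.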
MLL CXXC-DNA inh: inhibitors of human MLL CXXC domain-DNA interaction; Q03164; MLL-CXXC / FITC-HOXA9 DNA fluorescence polarization; 0.037% of 290,000 active; Potency, µM (highest dose often 115 µM), inactives show at the highest dose activity change, negative = inhibition, usual class: inhibitors; active = well fitted inhibition curve with a large enough effect in the polarisation, with a control signal flat, not every such curve was filed as active; inconclusive = small, poorly fitted or top-dose-only effect, or effect the other way, or a change in a side signal; inactive = no such curve, though single readings can be large or run the other way; the % refers to the polarisation; note: potency is the fitted concentration of half-maximal effect
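Purified MLL-CXXC (added from a 7 uM solution) was preincubated 5 min at ambient with pinned compounds in 50 mM Tris-HCl pH 7.5, 50 mM NaCl, 1 mM DTT, 0.05% BSA. Fluorescein-labeled HOX-A9 DNA (50 nM solution) followed, 30 min, then polarization read.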
hERG WT inh: inhibitors of human wildtype KCNH2 potassium channel | Q12809 | U2OS, BacMam KCNH2, thallium flux FluxOr; stronger effect = lower value | activity change, % at 1.84 µM | 0.37% of 340,000 active | AID 720551;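 active = maximum activity change below -70%; inconclusive = maximum activity change between -70% and -50%; inactive = maximum activity change above -50%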; note: % is set by controls: 0 for no effect and ±100 for the full control effect
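U2OS cells were transduced with wild-type KCNH2 virus (2.03 x 10^8 / mL) for 4 h at room temperature, then cultured overnight at 37 C. Thallium flux was read with FluxOr dye. Rate constants were normalized to DMSO controls.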
Coupling enz: counter-screen for Giardia aldolase inhibitors: coupling enzyme system; coupling enzyme system counterscreen, AmpLite Red fluorescence; activity change, negative = inhibition, % at 58.2 µM, hits read low; 0.67% of 290,000 active; AID 2472; in the data active = activity change below about -30%; note: % is set by controls: 0 for no effect and ±100 for the full control effect
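Coupling enzymes only (glyceraldehyde-3-phosphate) + compound, at 57.5 uM final, 10 min RT; add substrate/coupling/AmpLite Red mix, 20 min RT; fluorescence ex 525/em 598 nm. Actives flag coupling-system interference.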
a7 integrin act: activates integrin-mediated alleviation for muscular dystrophy; alpha7betagal myoblasts, beta-gal FDG fluorescence, 48 h; Potency, µM (series often up to 38.3 µM), for the others: top-dose activation, actives largely listed as activators; 0.064% of 350,000 active;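 note: potency is the fitted concentration of half-maximal effect; 100% = response of the positive control SU9516; nearly all actives have a fitted effect of over 60% in size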
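Alpha7betagal+/- myoblasts (passage 13) were plated 16-24 hr, then exposed to compounds (1:260 dilution of DMSO stock) for 48 hours at 37C. After MPER lysis, β-galactosidase reporter activity was read as FDG fluorescence (ex 480/em 540) after 30 minutes.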
GALK inh: blocks human galactokinase activity | P51570 | Purified GALK, Kinase-Glo residual ATP luminescence | Potency, µM (highest dose often 57.5 µM), inactives show at the top dose activity change, negative = inhibition, actives largely listed as inhibitors | 0.007% of 270,000 active | AID 1868; note: potency is the fitted concentration of half-maximal effect; % is set by controls: 0 for no effect and ±100 for the full control effect
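Galactose (100 uM) and ATP (35 uM) were turned over by 5 nM GALK for 1 h at RT. Kinase-Glo Plus then converted the remaining ATP into a luminescent signal.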
S-ASM inh: inhibitors of human secretory acid sphingomyelinase; AID 504937; placental ASM, HMU-PC fluorogenic substrate, 60 min; 0.006% of 340,000 active; Potency, µM (doses to about 57.5 µM), for the others: at the highest dose activity change, negative = inhibition, actives largely listed as inhibitors; note: potency is the fitted concentration of half-maximal effect
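Human placenta-derived ASM enzyme was preincubated with compound for 10 minutes at room temperature, then given fluorogenic substrate HMU-PC0 (9 uM final) for 60 minutes at 37 °C; a pH 10 stop preceded fluorescence reading at Ex 386/Em 447 nm.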
An asterisk follows results filed as active; ? = inconclusive; . = no result given; [ ] = another dose, or the depositor's remark. Unless noted, calls come from the whole dose curve; as a rule, active = well fitted curve in the direction sought with a large enough effect; inconclusive = small, poorly fitted or top-dose-only effect, or another doubt; inactive = no such curve, though single readings can be large; an effect the other way counts as inactive or inconclusive.

Results follow in this order: KCNH2 3.1 block, TRPV1 agonist, Coupling enz, MBNL1 CUG block, AT treatment, MLL CXXC-DNA inh, hERG WT inh, a7 integrin act, S-ASM inh, GALK inh
- CCOC(=O)c1cccc(NC2c3ccccc3C(=O)N2Cc2ccco2)c1 (configuration not stated)
 : 0.1, 13.7, 6.0, 0.6%, 3.4%, 9.3%, -2.8, -1.1%, -8.0%, -1.0%
- O=C(COc1ccc(Cl)cc1Br)N1CCN(c2ccccc2)CC1
 : 1.8, -2.1, -1.2, 6.4%, 7.9%, -2.2%, -11.3, 21.4%, -6.2%, 5.4%
- Nc1nnc(CC(=O)Nc2ccccc2)s1
 : -3.5, -2.4, -0.6, ., 7.3%, 4.7%, 4.5, -1.5%, -1.2%, 0.4%
- COc1ccc(-n2c3c(c(=O)[nH]c2=O)C(C(F)(F)F)(C(F)(F)F)N=C(CC(C)C)N3)cc1
 : -4.6, -2.4, 0.3, -6.1%, 0.9%, 6.5%, 7.0, -18.1%, -1.9%, -1.0%
- O=C(c1ccc(C(F)(F)F)cc1)C1CCCN(C(=O)Cn2cncn2)C1 (configuration not stated)
 : 14.8, 1.1, 0.2, -8.8%, 2.9%, 2.5%, -2.2, 5.6%, -0.2%, -5.9%
- COc1ccc(OC)c2c1cc(C(=O)N[C@H](C(=O)N1CCC(C(=O)O)CC1)C(C)C)n2C
 : 17.5, -2.2, -9.2, 6.9%, 10.9%, 34.3%[activator], -6.2, -11.0%, 3.5%, -2.8%
- Cn1c(N)c(C(=O)N/N=C/c2ccccc2)sc1=S
 : 1.5, 2.8, 0.0, -21.0%, -12.6%, -8.7%, -3.0, -14.2%, 52.6%, 0.8%
- Clc1ccc(-c2csc(NNC3=NCCCCC3)n2)cc1
 : -8.5, 8.7, -2.2, 13.9%, -0.4%, 3.0%, 14.4, -21.5%, 0.3%, .
- COc1cc(NC(=O)CSc2ncnc3sc4c(c23)CCCC4)c(C(=O)O)cc1OC
 : -13.9, -3.6, 3.4, -8.1%, 3.0%, 10.3%, -5.1, 2.8%, 3.2%, 4.9%
- Cc1cc(NC(=O)C(C)SCC(=O)Nc2nnc(CC(C)C)s2)no1 (configuration not stated)
 : 5.4, 0.3, ., ., -2.6%, ., 0.4, 7.2%, 4.5%, .
- Cc1ccnc(NC(c2ccccc2O)c2oc(CO)cc(=O)c2O)c1 (configuration not stated)
 : -3.5, 2.8, -32.9*, -13.9%, -5.3%, ?, ., -22.6%, 9.4%, 6.0%
- Cc1cc(C)cc(NC(=O)c2cc(C)n(Cc3cccs3)c2C)c1
 : -0.6, 13.8, -1.9, 10.0%, -3.8%, 4.2%, -3.9, 4.4%, 1.8%, 0.1%
- CCCc1nn(C)c(C(=O)Nc2cccc3ccccc23)c1Cl
 : -4.3, 10.1, -0.7, 19.5%, 15.5%, -8.1%, 4.2, 0.9%, -5.3%, 0.0%
- O=C(/C=C/c1ccc(Cl)cc1Cl)OCC(=O)N1CCCC1
 : -11.3, -1.0, ., ., 0.2%, ., -6.4, -18.0%, 0.8%, .
- CCN(CC)C(=O)[C@H]1CC(CC(=O)NCCN2CCOCC2)C(=O)N2CCc3c([nH]c4ccccc34)[C@]12C (some centres not stated)
 : -6.5, ., ., ., -11.4%, ., 13.4, 26.4%, 2.2%, .

Later entries:
Results follow in this order: KCNH2 3.1 block, TRPV1 agonist, Coupling enz, MBNL1 CUG block, AT treatment, MLL CXXC-DNA inh, hERG WT inh, a7 integrin act, S-ASM inh, GALK inh
- COc1ccc(-n2c(C)cc(-c3csc(N)n3)c2C)cc1
 : -4.5, -3.3, -2.7, 4.0%, -11.1%, -0.3%, -12.0, -31.3%, -4.2%, -0.2%
- CCOC(=O)C(C)n1cnc2c(nnn2-c2ccccc2)c1=O (configuration not stated)
 : -0.1, 0.6, 0.3, -5.3%, -0.8%, ., 3.6, 23.0%, -1.3%, .
- Cc1ccc(NC(=S)NC2CC3CCC(C2)N3Cc2ccco2)c(C)c1 (configuration not stated)
 : -13.1, -2.6, 0.1, -0.8%, -3.1%, -4.2%, 57.8, -25.3%, 7.2%, -0.4%
- O=C(OCc1cc2ccccc2[nH]c1=O)C1CCCCC1
 : 6.9, 8.2, 1.4, -2.7%, -1.6%, 0.3%, 4.7, 17.8%, -0.3%, -1.2%
- O=C(O)[C@H](Cc1ccccc1)N1C(=O)c2ccncc2C1=O
 : -4.1, 2.7, -2.5, -18.9%, 0.5%, 1.8%, -7.0, -7.0%[7.66 µM], 2.0%, -1.0%
- Cc1c(NC(=O)COC(=O)C2(c3ccc(F)cc3)CCCC2)c(=O)n(-c2ccccc2)n1C
 : -7.5, 1.0, 2.3, -6.0%, 6.6%, 7.3%, 4.8, -11.6%, 8.6%, -7.5%
- CCc1cc(C(=O)NNC(=S)NC2CCCCC2)cs1
 : -4.1, 24.9, ., -1.6%, 18.8%, -21.7%, 2.0, -33.0%, -1.4%, -3.3%
- COc1cc2ccccc2cc1C(=O)Nc1ccc(C)cn1
 : 0.3, ?, -0.2, 0.7%, 5.0%, ?, -11.0, -29.9%, 7.8%, 1.5%
- Fc1ccc(-c2nnc(CSc3nnc(-c4ccc5c(c4)OCO5)o3)o2)cc1
 : 15.2, -1.4, -1.2, 17.1%, 18.7%, -0.6%, 20.2, 4.7%, -2.4%, 1.1%
- COc1cccc(-c2nnc(-c3ccc(C)o3)o2)c1
 : -15.3, 1.7, -6.1, 0.5%, ., -1.8%, -20.2, -17.7%, -1.4%, -0.2%
- Cc1c(N2C(=O)SC(CC(=O)O)C2=O)c(=O)n(-c2ccccc2)n1C (configuration not stated)
 : -11.8, 2.2, 3.0, -9.4%, -3.8%, -1.9%, 3.1, 4.1%, -0.3%, 0.5%
- CC(C)C(NC(=O)CCN1C(=O)c2ccccc2C1=O)c1ccccc1 (configuration not stated)
 : -1.2, 0.5, 1.4, 7.4%, -5.6%, 2.7%, -22.2, 5.2%, 2.7%, -6.1%
- O=c1cc(-c2ccc(O)c(-c3c(O)cc(O)c4c(=O)cc(-c5ccc(O)cc5)oc34)c2)oc2cc(O)cc(O)c12
 : 0.6, -1.2, -0.5, -16.8%, -13.9%, 3.9%, 5.7, 9.9%, ?, .
- O=C(CN1CCCc2ccccc21)N/N=C/c1ccccc1O
 : -2.5, 9.1, 2.2, -3.5%, -21.4%, 5.6%, 8.5, -3.8%, 155.0%[activator], 0.4%
- CC1CCCC(C)N1S(=O)(=O)c1ccc(S(=O)(=O)N2CCOCC2)cc1 (configuration not stated)
 : -3.5, 1.2, 1.4, -18.0%, 4.5%, -8.2%, 10.6, ?, -1.7%, -0.4%

Next results follow.
Results follow in this order: KCNH2 3.1 block, TRPV1 agonist, Coupling enz, MBNL1 CUG block, AT treatment, MLL CXXC-DNA inh, hERG WT inh, a7 integrin act, S-ASM inh, GALK inh
- Cn1c(/C=C/N(Cc2ccccc2)c2ccccc2)c([N+](=O)[O-])c(=O)n(C)c1=O
 : -0.3, 1.3, 0.1, 4.3%, -4.2%, 2.0%, ., 18.4%, -11.0%, -0.5%
- O=C(O)CCCc1nc2ccccc2s1
 : 7.3, 0.3, 7.3, 1.4%, 2.8%, 5.0%, 11.6, 7.9%, -1.1%, -2.3%
- O=C(CSc1nc(-c2ccccc2)cc(=O)[nH]1)Nc1ccccn1
 : -8.0, 0.7, 2.3, -0.6%, -2.9%, 29.8%, 0.3, 19.5%, 0.1%, 0.0%
- CCOC(=O)CSc1cc(-c2ccccc2)nc2ncnn12
 : 8.6, 2.4, -0.4, -13.1%, 17.5%, -4.8%, -4.9, -1.9%, 3.9%, -2.1%
- O=C(CSc1nnnn1-c1cccnc1)Nc1ccccc1F
 : 5.9, 2.7, -1.4, 3.5%, 8.6%, -9.8%, 8.0, -2.7%, 6.7%, -2.3%
- CCc1noc(C)c1C(=O)NCCc1ccc(F)cc1
 : 16.4, -3.9, ., ., 8.7%, ., 11.9, 25.9%, 0.4%, .
- OC(CNCCC1C=Nc2ccccc21)Cn1c2ccc(Cl)cc2c2cc(Cl)ccc21 (configuration not stated)
 : -36.9, 24.3, -3.9, ., -13.1%, ?, -3.5, -69.4%[inhibitor], ?, -2.5%
- Cc1cccc(N2CCN(C(=O)c3ccccn3)CC2C)c1 (configuration not stated)
 : -34.9, ?, 0.0, -9.6%, -1.7%, -7.3%, 1.4, -0.4%, -2.3%, -1.6%
- CCOc1ccc(NC(=O)CCNS(=O)(=O)c2ccc3c(c2)c(=O)n(C)c(=O)n3C)cc1
 : 1.4, 2.2, -0.7, 12.8%, 4.6%, -8.4%, 33.5, 1.8%, -0.9%, -1.7%
- Cc1ccc(NC(=S)NCc2ccc3c(c2)OCO3)c(C)c1
 : -4.0, 13.7, 3.4, -8.1%, -7.6%, -1.1%, 0.6, -14.6%, 1.1%, -0.4%
